Bioassay records as filed in PubChem BioAssay.
B2AR arrestin – agonists driving beta-arrestin recruitment to human beta2-adrenergic receptor | P07550 | Potency, µM (top dose mostly 46.1 µM), for the others: at the top dose activation, usual class: activators | beta-arrestin recruitment to beta2AR, cell-based reporter | 330,000 tested, 0.02% active | AID 492947;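 note: potency is the fitted concentration of half-maximal effect; 0% = DMSO controls and full agonism = EC100 isoproterenol or metaproterenol; nearly all actives have a fitted effect of over 65% in size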
Target sequence (P07550 whole entry, looked up): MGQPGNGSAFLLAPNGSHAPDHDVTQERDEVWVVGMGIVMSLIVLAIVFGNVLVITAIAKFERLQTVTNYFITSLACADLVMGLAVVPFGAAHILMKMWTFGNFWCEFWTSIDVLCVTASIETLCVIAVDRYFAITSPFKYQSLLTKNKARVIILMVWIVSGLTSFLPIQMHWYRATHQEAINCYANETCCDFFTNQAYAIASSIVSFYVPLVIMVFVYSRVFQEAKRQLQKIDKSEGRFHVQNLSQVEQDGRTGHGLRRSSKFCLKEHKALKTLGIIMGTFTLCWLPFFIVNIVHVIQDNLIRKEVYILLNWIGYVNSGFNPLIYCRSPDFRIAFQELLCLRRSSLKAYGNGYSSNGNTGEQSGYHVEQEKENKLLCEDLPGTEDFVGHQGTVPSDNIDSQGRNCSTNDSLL
p53 reactivation – re-activators of mutant p53; Potency, µM (top dose mostly 92.2 µM), inactives show at the highest dose activity change, positive = activation, most hits filed as activators; H1299 p53-A138V BP100-luciferase reporter, luminescence, 24 h; 320,000 tested, 0.063% active; note: potency is the fitted concentration of half-maximal effect; % of control where 0% means no effect; nearly all actives have a fitted effect of over 45% in size
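p53-null H1299 cells stably carrying temperature-sensitive p53-A138V and a BP100-luciferase reporter were pinned with compounds (4-point, 1:5 series) and held 24 hrs at 37 deg C. Luminescence was read 10 min after detection reagent.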
TCR act – activators of T cell receptors | AID 504894 | primary human leukocytes, anti-CD3, IL-2 HTRF, 48 h | Potency, µM (doses to about 9.22 µM), for the others: at the top dose activation of IL-2 secretion, actives largely listed as activators | 330,000 tested, under 10 active; note: % of control where 0% means no effect
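Human primary leukocytes + a-CD3 beads + cpd, 48 hr; IL-2 in supernatant by HTRF (ex 320nm / em 665nm). No co-stimulatory signal supplied.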
A-T KAP1 phos – potential ataxia-telangiectasia treatments restoring KAP-1 phosphorylation | […] A-T fibroblasts, KAP-1 phosphorylation AlphaLISA; neocarzinostatin DNA damage 30 min before lysis | Potency, µM (titrated, usually from 57.5 µM), inactives show at the top dose activation, hits mostly activators | 320,000 tested, 0.19% active | AID 485349; note: potency is the fitted concentration of half-maximal effect; % of control where 0% means no effect; nearly all actives have a fitted effect of over 45% in size
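hTERT-immortalized A-T patient fibroblasts ([…]), 500 cells/well in OPTI-MEM, 1% FBS, got compounds for 60 min, then NCS for 30 min at 37C. Lysates were then assayed for phospho-KAP-1 by AlphaLISA (anti-pKAP1 donor, anti-KAP1 acceptor beads), 6 hr at 25C.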
a7 integrin act – activators of alpha7 integrin expression for muscular dystrophy. alpha7betagal myoblasts, beta-gal FDG fluorescence, 48 h. Potency, µM (highest dose often 38.3 µM), without a hit: at the top dose activation, most hits filed as activators. 350,000 tested, 0.064% active. AID 624291;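 note: potency is the fitted concentration of half-maximal effect; 100% = response of the positive control SU9516; nearly all actives have a fitted effect of over 60% in size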
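alpha7betagal+/- myoblasts (passage 13, 250/well) treated 48 h at 37C with compounds at 1:260 dilution of DMSO stock. Lysed, then beta-galactosidase activity read as FDG fluorescence (ex 480/em 540) after 30 min, with pre-read for autofluorescence.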
ELG1 repair inh – blocks ELG1-dependent DNA repair in HEK293T cells; AID 504467; 330,000 tested, 2.3% active; Potency, µM (highest dose often 46.1 µM), without a hit: top-dose activity change, negative = inhibition, usual class: inhibitors; HEK293T ELG1-luciferase reporter, luminescence, 16 h; DNA damage induced by 5-fluorouridine; note: potency is the fitted concentration of half-maximal effect; % is set by controls: 0 for no effect and ±100 for the full control effect; nearly all actives have a fitted effect of over 55% in size
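Luminescence from the luciferase reporter, measured 30 min after ONE-Glo reagent at room temperature, was the read-out. Beforehand, 2,000 cells per well were exposed for 16 hr at 37 °C to 5-fluorouridine together with compound or vehicle.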
TRPV1 ag – activates the human vanilloid receptor TRPV1. activation, % at 8.33 µM. 320,000 tested, 0.19% active. TRPV1-expressing cells, Fluo-8 calcium influx, agonist mode; in the data active = activation above about 80%; inconclusive = between about 30% and that limit; note: 0% is about no effect
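Cells expressing TRPV1 were dye-loaded with Fluo-8 and read kinetically: 10 s baseline, 3 min after compound (agonist portion), then 2 min after EC20 capsaicin (allosteric enhancer portion). Calcium-bound dye fluorescence at 480/520 nm.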
PTAP TSG101 blk – blocks PTAP/TSG101 interaction to inhibit HIV-1 budding | Q99816 | Fluorescence polarization, FITC-PTAP peptide / Tsg101 binding | Potency, µM (series often up to 115 µM), inactives show top-dose activity change, negative = inhibition, most hits filed as inhibitors | AID 493005 | 340,000 tested, under 10 active; active = well fitted inhibition curve with a large enough effect in the main read-out, with a control signal flat, not every such curve was filed as active; inconclusive = small, poorly fitted or top-dose-only effect, or effect the other way, or a change in a side signal; inactive = no such curve, though single readings can be large or run the other way; note: potency is the fitted concentration of half-maximal effect; % of control where 0% means no effect
Target sequence (Q99816 whole entry, looked up): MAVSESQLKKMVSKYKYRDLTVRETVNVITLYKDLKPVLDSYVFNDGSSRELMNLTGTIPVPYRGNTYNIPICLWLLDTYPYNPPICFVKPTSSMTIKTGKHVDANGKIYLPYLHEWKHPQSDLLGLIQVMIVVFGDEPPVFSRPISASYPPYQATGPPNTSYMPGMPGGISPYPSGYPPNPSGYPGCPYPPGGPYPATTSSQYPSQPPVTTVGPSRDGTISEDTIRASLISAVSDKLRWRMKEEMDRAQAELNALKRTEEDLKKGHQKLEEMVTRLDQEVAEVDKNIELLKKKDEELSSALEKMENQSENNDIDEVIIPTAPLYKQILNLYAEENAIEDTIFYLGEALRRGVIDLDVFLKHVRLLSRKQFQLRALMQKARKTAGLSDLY
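Fluorescence polarization binding of Tsg101 binding domain (10 uM final) to FITC-labeled PTAP peptide (50 nM final) in HEPES pH 7.5 buffer with NaCl, Tween 20, EDTA, TCEP. Compounds added before peptide; binding 20 min at RT.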
MLL CXXC-DNA inh – blocks binding of human MLL CXXC domain to DNA; AID 2662; 290,000 tested, 0.037% active; MLL-CXXC / FITC-HOXA9 DNA fluorescence polarization; Potency, µM (highest dose often 115 µM), without a hit: at the top dose activity change, negative = inhibition, actives largely listed as inhibitors; active = well fitted inhibition curve with a large enough effect in the polarisation, with a control signal flat, not every such curve was filed as active; inconclusive = small, poorly fitted or top-dose-only effect, or effect the other way, or a change in a side signal; inactive = no such curve, though single readings can be large or run the other way; the % refers to the polarisation; note: potency is the fitted concentration of half-maximal effect
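Fluorescence polarization: 7 uM MLL-CXXC (stock) preincubated 5 min with compounds, then 50 nM fluorescein-HOX-A9 DNA (stock) added; 30 min ambient. Buffer 50 mM Tris-HCl pH 7.5, 50 mM NaCl, 1 mM DTT, 0.05% BSA.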
BRCA1 expr act – BRCA1 expression activation; Potency, µM (highest dose often 46.1 µM), for inactives: at the highest dose activation, most hits filed as activators; 380,000 tested, 1.1% active; MCF7-BRCA1-FFLuc reporter, luminescence, 48 h; response scale: scaled: vehicle 0%, 10 µM genistein 100%; note: potency is the fitted concentration of half-maximal effect; nearly all actives have a fitted effect of over 80% in size; some results filed as inactive show a strong effect at the top dose
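MCF7 cells carrying a BRCA1-firefly luciferase reporter (2000 cells/well, phenol-red free MEM) were attached for 2 h at 37 °C, then given compounds for 48 h. Luminescence was read 15 min after luciferase reagent; activity normalized to genistein (10 microM) and DMSO.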
* marks the source's active call; other numbers are inactive results; ? = inconclusive; . = no result given; [ ] = another dose, or the depositor's remark. Unless noted, calls come from the whole dose curve; as a rule, active = well fitted curve in the direction sought with a large enough effect; inconclusive = small, poorly fitted or top-dose-only effect, or another doubt; inactive = no such curve, though single readings can be large; an effect the other way counts as inactive or inconclusive.

Every second line gives: p53 reactivation | ELG1 repair inh | TRPV1 ag | BRCA1 expr act | PTAP TSG101 blk | B2AR arrestin | TCR act | a7 integrin act | MLL CXXC-DNA inh | A-T KAP1 phos
- O=C(NN=C1CCCCCCCCCCC1)c1cccnc1
→ 26% | 6% | 2 | -5% | 1% | 0.1% | 7% | -28% | 13% | 1%
- CC1=C(C(=O)Nc2ccccc2C)C2(CCCCC2)C(C(N)=O)C(=S)N1 (stereo not given)
→ -1% | 5% | -5 | 0% | -5% | -0.4% | 0%[46.1 µM] | 8% | ? | 16%
- CCNCC(=O)Nc1ccc(N2CCOCC2)cc1
→ -1% | 0% | 0 | -14% | -5% | -0.8% | 3% | ? | 8% | -11%
- Cc1n[nH]c(=O)nc1N1CCN(c2ccccc2)CC1
→ 7% | 6% | -1 | 15% | -3% | 0.2% | -9% | 36% | 3% | -6%
- CC(C)(C)n1nc2c(c1NC(=O)c1ccc(S(=O)(=O)N3CCCC3)cc1)CSC2
→ . | . | 4 | 0% | -4% | . | -6% | -24% | -1% | .
- O=C(Nc1nccs1)C1CC(=O)N(c2ccc(F)cc2)C1 (stereo not given)
→ -3% | 19% | -1 | 15% | -8% | -0.6% | -10% | 3% | 8% | -3%
- N#C/C(=C/c1ccc(N2CCCCC2)cc1)c1cccc(F)c1
→ ? | ? | 18 | 7.9µM* | 0% | 0.0% | 0%[46.1 µM] | -28% | -2% | -9%
- CNc1nc(SCc2ccccc2Cl)nc2c1CCCC2
→ -5% | ? | 9 | -42% | 1% | -0.1% | 7% | -22% | 12% | 10%
- Cc1cc(NS(=O)(=O)c2c(C)c(C)cc(C)c2C)no1
→ 7% | 7% | -1 | -15% | 1% | -0.6% | -2% | ? | 32%[activator] | 13%
- COc1ccc(Nc2oc(-c3ccc(OC)cc3)nc2C#N)cc1
→ 5% | ? | 3 | ? | -1% | -0.4% | 6% | 35% | 0% | 5%
- O=C(NCc1ccco1)c1cc(-c2ccc3c(c2)OCO3)on1
→ ? | ? | 11 | ? | -3% | -0.5% | 3% | 19% | -10% | 2%
- COc1ccccc1C(=O)NC(=S)NNC(=O)c1sc2ccccc2c1Cl
→ . | 18% | 15 | -48% | -2% | -0.3% | -4%[46.1 µM] | -1% | 19% | 17%
- CCCNC(=O)CCc1nnc2ccc(N3CCC(C)CC3)nn12
→ -2% | 19% | -2 | 1% | 0% | 0.3% | 1% | -17% | 5% | 0%
- CCOC(=O)c1sc2ncn(/N=C/c3ccccn3)c(=O)c2c1C
→ 1% | 0% | 0 | . | . | 0.4% | . | . | -4% | -1%
- Cc1ccccc1Nc1nc(N)nc(COC(=O)CCC(=O)c2ccc(F)cc2)n1
→ 6% | 16% | -5 | -9% | -4% | 6.1% | -2% | 12% | . | -1%
- Cc1noc2ncnc(Oc3ccc(C(C)(C)C)cc3)c12
→ -3% | 1% | 21 | -2% | -1% | -0.1% | 0% | -22% | 28% | 3%
- O=c1[nH]c(/C=C\c2cccc(Cl)c2)nc(O)c1[N+](=O)[O-]
→ 4% | 13% | -3 | -1% | -8% | -0.4% | . | -19% | -4% | -5%
- CC(SC(C)C(=O)NN=Cc1cccc(F)c1)C(=O)NN=Cc1cccc(F)c1 (stereo not given)
→ . | . | . | -31% | -1% | . | 0% | 11% | . | .
- Cc1ccc(S(=O)(=O)Oc2ccc(/C=N/NC(=O)c3cccnc3)cc2)cc1
→ 4% | 5% | ? | 5% | -4% | 0.2% | 2% | -10% | -5% | 4%
- Cc1ccc(-c2nnc(SCC(=O)NC3CCCC3)n2N)cc1
→ -6% | 5% | . | -5% | 1% | -0.5% | 3%[46.1 µM] | 11% | . | 19%

An excerpt from above in order of SMILES length, rising.
Every second line gives: p53 reactivation | ELG1 repair inh | TRPV1 ag | BRCA1 expr act | PTAP TSG101 blk | B2AR arrestin | TCR act | a7 integrin act | MLL CXXC-DNA inh | A-T KAP1 phos
- CCOC(=O)c1sc2ncn(/N=C/c3ccccn3)c(=O)c2c1C
→ 1% | 0% | 0 | . | . | 0.4% | . | . | -4% | -1%
- COc1ccccc1C(=O)NC(=S)NNC(=O)c1sc2ccccc2c1Cl
→ . | 18% | 15 | -48% | -2% | -0.3% | -4%[46.1 µM] | -1% | 19% | 17%
- O=c1[nH]c(/C=C\c2cccc(Cl)c2)nc(O)c1[N+](=O)[O-]
→ 4% | 13% | -3 | -1% | -8% | -0.4% | . | -19% | -4% | -5%
- CC(SC(C)C(=O)NN=Cc1cccc(F)c1)C(=O)NN=Cc1cccc(F)c1 (stereo not given)
→ . | . | . | -31% | -1% | . | 0% | 11% | . | .
- Cc1ccc(S(=O)(=O)Oc2ccc(/C=N/NC(=O)c3cccnc3)cc2)cc1
→ 4% | 5% | ? | 5% | -4% | 0.2% | 2% | -10% | -5% | 4%

Next records
Every second line gives: p53 reactivation | ELG1 repair inh | TRPV1 ag | BRCA1 expr act | PTAP TSG101 blk | B2AR arrestin | TCR act | a7 integrin act | MLL CXXC-DNA inh | A-T KAP1 phos
- Cc1cc(C)cc(N(CCC(=O)O)S(=O)(=O)c2ccc(Cl)cc2)c1
→ -13% | 8% | 1 | -23% | -1% | 0.2% | 5%[46.1 µM] | 10% | 1% | -1%
- Cc1cccc(NC(=O)/C=C/c2cccs2)n1
→ 7% | ? | . | ? | -2% | -1.2% | -3% | 6% | -4% | 12%
- Cc1ccc(C(=O)N[C@H](C(=O)OCC(=O)Nc2cccc(S(N)(=O)=O)c2)C(C)C)cc1
→ 4% | ? | -2 | 0% | -3% | 0.3% | 1% | -9% | 1% | 46%
- COC(=O)/C=C/c1c(C)nc(NCc2ccccc2)nc1Cl
→ -2% | -14% | 0 | 0% | 2% | -1.1% | -1% | 3% | 5% | 1%
- CN(CC(=O)NCCc1ccc(S(N)(=O)=O)cc1)CC(=O)Nc1ccccc1C(F)(F)F
→ -14% | -12% | . | -23% | -8% | 0.1% | 3%[46.1 µM] | -10% | . | 14%
- Cn1nc(C(=O)N2CCCC2)c2ccccc2c1=O
→ -1% | 8% | -2 | -9% | -3% | -0.6% | -1% | -4% | 10% | 0%
- CCCC1(C(=O)OCC)NC(c2ccc(N(C)C)cc2)C2C(=O)N(c3ccc4c(c3)OCCO4)C(=O)C21 (stereo not given)
→ 0% | ? | 0 | -13% | -6% | -0.4% | -4%[46.1 µM] | 19% | -1% | -5%
- CCN(C(=O)CN1CCN(c2ccccc2O)CC1)c1c(N)n(Cc2ccccc2)c(=O)[nH]c1=O
→ 0% | 7% | -3 | -9% | -1% | 0.1% | 11% | ? | 9% | 6%
- O=C(c1ccc(Br)o1)N1N=C(c2ccc(Cl)cc2)CC1c1ccco1 (stereo not given)
→ -2% | -4% | 4 | -16% | 2% | -0.8% | 10% | -44%[inhibitor] | 18% | 9%
- CCCOc1ccc(CSC(CC(=O)O)C(=O)O)cc1 (stereo not given)
→ -5% | -1% | . | -21% | -3% | -0.1% | 6% | 21% | -3% | -8%
- C/C(=N/Nc1nc(-c2ccccc2F)nc2ccccc12)c1ccccc1O
→ 3% | ? | 3 | -5% | -3% | 0.7% | -3% | 3% | 24% | -12%
- C=C1C(=O)O[C@H]2C[C@]3(C)C([C@@H](OC(=O)/C(C)=C/C)[C@H]12)[C@](C)(O)CC[C@H]3O (stereo not given in full)
→ -16% | 15% | 3 | -29% | -1% | -0.1% | 2% | -38% | ? | -6%
- O=C1C2Sc3[nH]c(=O)sc3C(c3ccccc3)C2C(=O)N1c1ccccc1 (stereo not given)
→ 3% | 2% | -4 | -11% | -2% | -0.5% | -16% | 11% | -6% | 3%
- O=C1Nc2ccccc2/C1=C\c1cccn1-c1ccc(OC(F)(F)F)cc1
→ 1% | -12% | 24 | -79% | 2% | 0.1% | -8% | 11% | -4% | -11%
- COc1cc(NC(=O)CSc2nc(C3CC3)nc3ccccc23)cc(OC)c1
→ -11% | -17% | -1 | -35% | 3% | -0.2% | 5% | -58%[inhibitor] | 0% | 1%
- NCCCC[C@@H]1NC(=O)[C@H](CCC(=O)O)NC(=O)c2cc([N+](=O)[O-])cc(I)c2NCC[C@@H](C(N)=O)NC1=O
→ 4% | 5% | 0 | 0% | -1% | -0.8% | 0% | 0% | -5% | -3%
- O=C(O)C1=C[C@@H](c2csc3ccccc23)C[C@@H](OCc2ccc(CO)cc2)O1
→ -1% | -16% | 2 | 11% | 4% | 0.3% | -5% | 30% | -11% | 3%
- O=C(NCc1ccc(F)cc1F)Nc1cnccc1C(F)(F)F
→ -8% | ? | ? | -3% | -5% | 0.3% | -1% | ? | 0% | -7%

Rows are unselected; any-hit rate near 3.8%.
